Mdm2-MdmX inh = inhibitors of human Mdm2/MdmX interaction; SaOS-2 split-luciferase Mdm2/MdmX complementation, luminescence; inhibition, % at 8 µM; 330,000 tested, 3% active;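 active = inhibition of at least 50% at 8 µM in the primary screen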
UPR CHOP act = activators of apoptotic arm of unfolded protein response (CHOP) | CHO-CHOP luciferase reporter, UPR activation, luminescence; percent of tunicamycin response over DMSO baseline | activation, % at 10 µM | 330,000 tested, 0.34% active;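 active = at 10 µM dose, activation of 40% or more, normalized to positive control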;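 note: 100% = tunicamycin at 10 µg/mL and 0% = DMSO alone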
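Test system: CHO-CHOP cells, stable luciferase reporter of PERK-eIF2a-CHOP signalling | Quantity: 500 CHO-CHOP cells per well | Buffer or medium: F12 plus 10% serum | Compound dosing: 10 µM single point, 0.5% DMSO | Schedule: 6 h compound treatment, 37 °C | Signal: Luciferase luminescence | Control set: Tunicamycin high control, DMSO low control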
EBI2 block = blocks human EBI2 receptor beta-arrestin signaling. P32249. EBI2 beta-arrestin recruitment, luminescence, 7a,25-OHC stimulated. inhibition, % at 5 µM. 360,000 tested, 0.81% active. AID 651636; in the data active = inhibition above about 38%;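 note: enzyme fragment complementation signal reports receptor beta-arrestin coupling in cells; 0% = agonist plus DMSO wells and 100% = wells without agonist; some results beyond the cut were filed as inactive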
Target sequence (P32249 whole entry, looked up, the tested form may be a part): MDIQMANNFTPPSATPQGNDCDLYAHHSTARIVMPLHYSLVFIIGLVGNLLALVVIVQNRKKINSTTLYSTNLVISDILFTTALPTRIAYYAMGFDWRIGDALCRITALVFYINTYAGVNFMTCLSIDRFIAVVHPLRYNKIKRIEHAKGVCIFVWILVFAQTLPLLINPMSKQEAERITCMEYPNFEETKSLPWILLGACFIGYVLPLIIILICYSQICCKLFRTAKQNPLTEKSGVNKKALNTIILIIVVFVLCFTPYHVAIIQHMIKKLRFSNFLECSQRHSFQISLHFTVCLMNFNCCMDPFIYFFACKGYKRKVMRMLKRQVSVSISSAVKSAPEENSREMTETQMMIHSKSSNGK
CXCR6 block = inhibitors of human CXCR6 receptor; O00574; CHO-K1 PathHunter CXCR6 beta-arrestin, luminescence; inhibition, % at 20 µM; 360,000 tested, 0.36% active; AID 602244; in the data active = inhibition above about 34%, passing the limit was not always enough;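 note: antagonist mode with CXCL16 agonist at 10 nM final; 0% = 10 nM CXCL16 with DMSO and 100% = unstimulated wells without agonist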
tim23-1 inh = tim23-1 yeast growth inhibition; S. cerevisiae tim23-1 growth, BacTiter-Glo luminescence, 24 h; inhibition, % at 20 µM; 330,000 tested, 1.3% active; AID 463212;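 active = growth inhibition of the mutant yeast at or above 50%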;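 note: temperature-sensitive mutant grown at 25 °C; plate controls were DMSO-treated mutant yeast for no effect and medium wells lacking yeast for full effect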
APJ agonist = agonists of human APJ apelin receptor; P35414; CHO-K1 APJ PathHunter beta-arrestin, luminescence; 0% DMSO wells, 100% apelin; activation, % at 20 µM; 330,000 tested, 0.11% active; AID 2520;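 active = activation more than six SD over the plate average, tested at 20 µM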;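 note: 0% = DMSO alone and 100% = apelin-13 at 10 nM; some results filed as inactive read as strong as hits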
Target sequence (P35414 whole entry, looked up): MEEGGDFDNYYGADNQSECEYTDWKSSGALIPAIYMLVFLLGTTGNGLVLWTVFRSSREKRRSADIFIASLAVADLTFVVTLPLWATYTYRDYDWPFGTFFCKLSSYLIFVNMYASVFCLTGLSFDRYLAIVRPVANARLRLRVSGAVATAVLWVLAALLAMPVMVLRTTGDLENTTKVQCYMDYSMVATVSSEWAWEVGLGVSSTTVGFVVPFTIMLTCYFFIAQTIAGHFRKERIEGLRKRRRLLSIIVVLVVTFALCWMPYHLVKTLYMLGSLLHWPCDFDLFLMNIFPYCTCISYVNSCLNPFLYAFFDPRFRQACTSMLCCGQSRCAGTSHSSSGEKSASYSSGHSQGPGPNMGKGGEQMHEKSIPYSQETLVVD
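Assay system: CHO-K1 cells stably expressing ProLink-tagged human APJ and arrestin–beta-gal acceptor. Compound dosing: 20 µM single point, 1% DMSO. Times: 16-18 h seeding, 90 min dark compound exposure, 60 min detection. Detection: beta-gal luminescence. Evaluation: APJ–arrestin association signal. Controls: negative DMSO alone, positive Apelin-13 at 10 nM.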
XBP1 UPR activ = adaptive UPR (XBP1) activation. CHO-XBP1 luciferase reporter, IRE1-XBP1 UPR activation, luminescence; percent of tunicamycin response, DMSO as zero. activation, % at 20 µM. 330,000 tested, 0.33% active. AID 463104;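 active = versus positive control, 20 µM dose yields 30% or more activation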;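 note: 100% = tunicamycin at 10 µg/mL and 0% = DMSO only wells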
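Material: CHO cell line with stable XBP1 luciferase reporter; schedule: 16-18 h cell attachment at 37 °C, then 6 h compound exposure; signal: glow luminescence from Steady-Glo reagent; medium: serum-containing F12 medium, 10% FBS; benchmarks: tunicamycin 10 µg/mL and vehicle-only wells; read-out: percent activation relative to tunicamycin reference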
CCR6 antag = blocks CCL20-driven beta-arrestin recruitment at human CCR6; 340,000 tested, 0.49% active; CHO-K1 CCR6 PathHunter beta-arrestin, luminescence, CCL20-stimulated; inhibition, % at 20 µM; P51684;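 active = compounds whose inhibition of the agonist-driven luminescence signal at 20 µM reaches about 50%, limit read from the data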;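 note: cells stimulated with CCL20 at 14 nM final; plate controls were DMSO with CCL20 for no effect and DMSO without agonist for full effect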
APJ antag = antagonists of human APJ apelin receptor. 330,000 tested, 0.32% active. P35414. AID 2521. CHO-K1 APJ beta-arrestin complementation, luminescence. inhibition, % at 20 µM;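 active = inhibition above about 40% at 20 µM, limit read from the data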;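 note: cells challenged with 10 nM apelin-13 agonist together with compound; plate controls were apelin-13 plus DMSO wells for no effect and DMSO wells lacking apelin-13 for full effect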
* marks the source's active call; other numbers are inactive results. The list is partial; rates above refer to the full screens.

item	SMILES	Mdm2-MdmX inh	UPR CHOP act	EBI2 block	CXCR6 block	tim23-1 inh	APJ agonist	XBP1 UPR activ	CCR6 antag	APJ antag
1	CCCCOC(=O)c1cc(-c2ccc(/C=N/n3cnnc3)o2)ccc1Cl	-18	1.7	3	-4	-9	3	3	7	-25
2	O=C(C1CCN(S(=O)(=O)N2CCC3(CC2)OCCO3)CC1)N1CCN(Cc2ccccc2)CC1	-7	-0.6	-4	1	2	-2	-2	7	-14
3	CC(/C=N/NC(=O)c1cc(-c2cccn2C)n[nH]1)=C\c1ccccc1	11	-1.0	6	-3	38	4	7	7	-18
4	O=c1c2ccccc2nc2n1CCS2	8	0.1	3	0	-1	-4	0	-6	12
5	Cc1ccc(CN2CCN(Cc3ccccc3)C(CCO)C2)s1 (stereo not given)	9	-0.5	-14	-3	-6	-1	-2	1	6
6	CCOc1cc(C(=O)NN=C2CCCC2)cc(OCC)c1OCC	8	2.4	-10	-7	14	4	-10	5	1
7	O=C(NCCc1ccccc1)C1CCN(C(=O)N2CCOc3ccccc32)CC1	-27	0.0	-1	3	14	-2	0	11	6
8	CC(=O)NCCSCCNC(C)=O	11	0.5	8	-5	9	2	0	-3	10
9	CCn1cc(C(=O)N2CCCC2)c(=O)c2cc(S(=O)(=O)N3CCC(C)CC3)ccc21	14	0.8	0	0	10	-6	-6	5	-3
10	CC(=O)C1=C(C)OC(N)=C(C#N)C1c1cc2cc(C)c(C)cc2nc1Cl (stereo not given)	2	2.4	-11	6	-1	-3	0	13	19
11	COc1ccc(C(=O)OCC(=O)NC2CC2)cc1OC	14	-1.6	-7	-5	-10	-1	2	4	1
12	CCCCC(CC)C(=O)NCCc1ccc(S(N)(=O)=O)cc1 (stereo not given)	-3	-0.6	-12	7	-5	-4	-3	-2	5
13	O=C(COC(=O)c1cc(S(=O)(=O)N2CCOCC2)ccc1F)Nc1ccc(Cl)cn1	-4	-1.5	-15	-26	1	5	-1	3	3
14	O=C(O)c1ccc(N2N=C(c3ccccc3)CC2c2ccccc2)cc1 (stereo not given)	-6	2.8	0	1	39	-1	-5	-7	-6
15	Cc1ccc(-c2[nH]c(-c3ccc(Cl)cc3)nc2SCC(=O)NCC2CCCO2)cc1 (stereo not given)	35	-2.4	7	-4	11	-2	-2	11	-8
16	O=C(/C(=C/O)N=Nc1cccc(C(F)(F)F)c1)c1ccccc1	-2	1.2	-2	7	29	-3	2	-1	-5
17	Cc1cc(C)nc(NC(=O)c2cc(-c3ccc(C)s3)nc3ccccc23)c1	1	-1.1	3	13	21	-1	-3	20	20
18	O=C(c1cc(-c2cccs2)on1)N1CCCCC1	-76	-0.7	6	5	23	-3	-2	9	13
19	CC(=O)Oc1ccc(NC(=O)C2CCCCC2)c(C(=O)O)c1	-13	-1.0	-23	2	11	-5	0	-13	-5
20	c1ccc(Cn2c(SCc3nc4ccccc4s3)nnc2-c2ccco2)cc1	-9	1.4	3	-11	36	4	1	6	-5
21	Cc1ccc(CNC(=O)CN2C(=O)COc3ccc(S(=O)(=O)N4CCC(C)CC4)cc32)o1	1	1.9	-3	4	6	-3	-5	-5	-35
22	Cc1ccc(C(C)C)c(OCCCn2ccnc2C)c1	17	0.8	-7	7	-8	-2	-3	-7	11
23	CNC(=O)c1cccc(NC(=O)c2cc(-c3ccccc3)nc3c2cnn3C(C)C)c1	38	3.7	-1	9	30	-2	3	11	14
24	Cc1ccccc1OCCC(=O)OCC(=O)NC1CCS(=O)(=O)C1 (stereo not given)	8	2.2	-4	2	3	-4	1	4	0
25	CC(=O)Oc1cccc(-c2nc3ccccc3c(=O)o2)c1	1	2.4	6	4	29	-5	8	-2	-2
26	O=S(=O)(Nc1cccc(CCc2ccccn2)c1)c1ccc(Cl)cc1	2	-0.6	5	-10	22	1	-3	8	13
27	COc1ccccc1NCC(O)Cn1c2ccccc2c2ccccc21 (stereo not given)	24	-1.3	10	1	-23	3	0	13	0
28	S=C(NCc1ccncc1)Nc1ccc(Br)cc1	29	0.8	1	-9	-5	0	-2	12	9
29	Cc1c(C)n(CC(O)CN2CCCCC2)c2ccccc12 (stereo not given)	27	-1.4	7	0	-1	1	1	-2	16
30	COc1ccccc1/C=N/NC(=O)CC(=O)NCc1ccccc1	3	0.7	-10	0	-1	-2	-1	2	11
31	O=C(CSc1n[nH]c(-c2ccccc2Br)n1)NCCN1C(=O)CSC1=O	-4	-1.0	-11	3	5	-3	1	10	-10
32	Cc1ccc2[nH]c3c(c2c1)CCN(C)C3	24	1.8	-2	1	9	-6	-6	20	-2
33	COC(=O)C1=C(CS(=O)(=O)c2cc(OC)ccc2OC)NC(=O)NC1c1ccc(O)c(OC)c1 (stereo not given)	-19	0.0	8	-3	6	-1	0	3	3
34	COC(=O)CSc1nnc(CNC(=O)c2cc(OC)cc(OC)c2)n1-c1ccc(F)cc1	22	0.2	-4	0	14	1	-2	0	2
35	O=C(CN1C(=O)NC2(CCCCC2)C1=O)Nc1cccc(Cl)c1Cl	-4	0.3	1	2	-10	-3	-1	2	28
36	N#CC12C(N)=NC3(OCCO3)C1(C#N)C1=C(CCC1)NC2c1ccccc1 (stereo not given)	9	-1.3	1	-3	-4	-2	-1	-2	17
37	CCN(CC)C(=O)COc1ccc(/C=N/NC(=O)c2cc(-c3ccccc3OC)nc3ccccc23)cc1OC	13	-1.0	-5	9	9	0	-5	1	-6
38	O=C(NCC1CCCCC1)c1cccnc1	7	0.0	-11	10	-2	0	0	12	1
39	O=C(CN(Cc1ccccc1)S(=O)(=O)c1ccc(S(=O)(=O)N2CCOCC2)cc1)Nc1ccccc1	28	4.1	-9	0	0	-1	3	-1	6
40	CCOC1CCc2c(C)nc(N)nc2S1 (stereo not given)	4	1.0	3	0	7	-1	-3	3	-9
41	CN1C(=O)C2C3c4ccccc4C(c4ccccc43)[C@@H]2C1=O (stereo not given in full)	2	1.6	-9	-7	6	-2	-3	-3	12
42	CC1(C)C=Cc2c(c3ccccc3[nH]c2=O)O1	19	3.1	-18	-1	40	-5	0	22	14
43	COC(=O)c1c(NC(=O)CCCC(=O)O)sc2c1CCCCC2	-14	-2.1	13	2	6	-3	-6	23	13
44	CC(=O)c1sc(NC(=O)c2ccc(F)c(F)c2)nc1C	-33	3.1	0	3	-1	-1	2	-4	-3
45	CC(C)CC(C(=O)OCC(=O)Nc1cccc(Cl)c1)N1C(=O)C2CC=CCC2C1=O (stereo not given)	3	-0.7	2	-7	32	-1	-2	17	1

Down the list, from the results shown.
Nos. 36–43 in CXCR6 block: -3, 9, 10, 0, 0, -7, -1, 2
Nos. 36–43 in tim23-1 inh: -4, 9, -2, 0, 7, 6, 40, 6
Nos. 36–43 in EBI2 block: 1, -5, -11, -9, 3, -9, -18, 13

The list goes on.
item	SMILES	Mdm2-MdmX inh	UPR CHOP act	EBI2 block	CXCR6 block	tim23-1 inh	APJ agonist	XBP1 UPR activ	CCR6 antag	APJ antag
46	CCCCSc1nc(N)c(NC(=O)c2ccco2)c(=O)[nH]1	4	0.6	-1	2	12	-4	-2	6	4
47	CC1=Nn2c(nnc2-c2ccccc2F)SC1	23	1.3	-8	10	-13	-3	1	7	16
48	Cc1ccc(S(=O)(=O)N2CCC(C)CC2)cc1C(=O)NCCN1CCOCC1	19	-0.2	-4	6	-5	-2	0	4	11
49	Cc1ccc2c(CC(=O)Nc3c(C)n(C)n(-c4ccccc4)c3=O)coc2c1	-15	-0.4	3	5	30	0	-1	-6	7
50	COc1cc(SC)ccc1C(=O)Nc1ccc(S(=O)(=O)N2CCCC2)cc1	8	0.2	10	10	-1	-3	-3	-5	0
51	CCOc1ccc(NS(=O)(=O)c2ccc(C(=O)NCC3(N(C)C)CCCCC3)cc2)cc1	24	1.7	-13	5	-4	5	2	-8	18
52	Cc1cc(C)c(NN=c2c(=O)c3ccccc3c2=O)c(C)c1	-93	3.6	14	-4	-3	-3	-1	-2	32
53	COc1cc(OC)cc(-c2n[nH]c(=S)n2-c2ccc3c(c2)OCO3)c1	-15	1.6	5	-1	22	-1	1	-5	-16
54	COc1ccc(C(=O)NCC(=O)N=Nc2c(O)n(Cc3ccccc3)c3ccccc23)cc1OC	49	1.1	15	4	15	2	5	15	-11
55	COc1ccc(OC)c(S(N)(=O)=O)c1	11	-1.3	-2	-16	5	-5	-2	-3	-9
56	Cc1n[nH]c(C)c1S(=O)(=O)N1CCN(S(=O)(=O)c2ccccc2C#N)CC1	19	0.9	-14	-7	7	-3	2	7	-13
57	COc1cc(/C=N/n2c(-c3n[nH]c4c3CCC4)n[nH]c2=S)cc(OC)c1O	8	0.6	-12	8	7	2	-1	14	9
58	C/C(Cl)=C\Cn1c(Nc2ccc(C)cc2)nc2c1c(=O)n(C)c(=O)n2C	0	2.1	29	-8	-10	6	-1	14	-2
59	CCOc1ccc(CCNC(=O)c2cccc(N3CCCC3=O)c2)cc1OCC	-16	2.1	-4	-7	9	-1	0	-8	1
60	CCOC(=O)C1CCN(S(=O)(=O)c2ccc(Cl)s2)CC1	5	1.5	1	-3	30	-1	-3	5	12

Screens (PubChem)
